All columns: NCI-60 one-dose screen, growth in % after 48 h at 10 µM unless noted; 100 = growth as untreated, 0 = no growth, -100 = all killed.
SR = SR leukemia cells; hit rate 8.7% among 73,000; AID 1794780
T-47D = T-47D breast cancer; hit rate 5% among 79,000; AID 1794792
BT-549 = BT-549 breast cancer | hit rate 4.4% among 78,000 | AID 1794793
MDA-MB-231 = MDA-MB-231 breast cancer | hit rate 5% among 81,000 | AID 1794789
MOLT-4 = MOLT-4 leukemia cells. hit rate 6.9% among 80,000. AID 1794779
MDA-MB-468 = MDA-MB-468 breast cancer | hit rate 8.5% among 78,000
MCF7 = MCF7 breast cancer | hit rate 6.3% among 82,000 | AID 1794796
K-562 = K-562 leukemia; AID 1794777; hit rate 7.4% among 78,000
The depositor's hits bear a star; . = not tested or not shown; & = joins results of further samples; ! = repeats disagree. How the source made its calls: active means growth percent below 10; inactive means the rest.

SMILES	SR	T-47D	BT-549	MDA-MB-231	MOLT-4	MDA-MB-468	MCF7	K-562
N/C(=N\c1nc2ccccc2o1)NC(=O)Nc1cccc(Cl)c1	102	95	92	97	98	108	88	102
O=S(=O)(Nc1ccccc1)N1CCCCC1	108	117	104	101	99	106	113	108
CCOC(=O)C1=C(C)NC(=O)NC1c1c(Cl)n(C(C)=O)c2ccccc12 (stereo not drawn)	101	95	82	80	98	89	86	104
CCCC(CCC)c1ccccc1C(=O)NCCNc1nccc(Nc2ccc(S(=O)(=O)Nc3ccccn3)cc2)n1	88	97	106	106	97	105	95	89
CC1CC(c2ccccc2)(c2ccccc2)C(=O)C(C)N1C (stereo not drawn)	94	93	110	99	93	96	97	82
O=C(CCc1nnco1)c1nc2ccc([N+](=O)[O-])cc2[nH]1	91	101	106	90	98	113	.	113
Cc1cc2c(cc1C)C(=O)OC2=O	95	104	106	.	102	101	90	99
Fc1ccc(Cn2cc(CSc3nc4ccccc4s3)nn2)cc1	81	81	97	104	98	99	88	86
Cc1cc2c(cc1C)NC(=O)C(C)CN2 (stereo not drawn)	93	98	104	88	97	119	101	103
COc1ccc(-c2cc(C(=O)NCc3ccccc3)nn2-c2ccc(S(C)(=O)=O)cc2)cc1OC	82	91	104	.	-4.1*	100	95	105
Cc1ccc(C)c2c1sc1nc3n[nH]c(N)c3c(=N)n12	98	94	114	101	96	97	103	98
CCc1nn2c(-c3ccc(F)cc3)c(-c3cc(OC)c(OC)c(OC)c3)nc2s1	65	74	104	92	68	81	71	91
CC(C)CCOC(OCCC(C)C)OCCC(C)C	96	.	64	.	89	100	97	102
Nc1nc(SC2CCCCC2)c2[nH]cnc2n1	88	103	117	100	93	102	102	88
CCCCN(CCCC)c1ccc(C(=N)c2ccc(N(CCCC)CCCC)cc2)cc1	.	-31*	-7.7*	-90*	.	-93*	-86*	.
O=C(/C=C/c1ccccc1O)c1ccccc1	143&96	88&100	74&101	109&100	122&100	81&112	38&100	155&99
O=c1/c(=C/c2ccccc2)sc2nc(-c3ccc(Cl)cc3Cl)nn12	.	94	106	.	.	120	100	99
COc1ccc(-n2c(NC(=O)N3CCN(C)CC3)c(C#N)c3ccc(F)cc32)cc1	111	59	104	88	88	84	87	105
CCn1cc(Nc2ncc3nnn(-c4ccc(C(=O)OC)cc4)c3n2)cn1	57	74	76	100	78	94	88	79
Fc1c(F)c(F)c(Br)c(F)c1F	98	107	98	102	99	111	91	102
CCOC(=O)/C=C(\C)C(F)(F)F	94	103	117	107	112	110	104	101
CC1=NN(c2ccc([N+](=O)[O-])cc2)C(=O)C1	83	89	102	90	78	113	96	88
CN(C)c1ccc(N2C(=O)C=CC2=O)cc1	92	84	88	103	86	116	91	87
COc1cc(Cc2nn3cc(-c4ccccc4)nc3s2)cc(OC)c1OC	79	57	91	84	91	86	57	74
Cc1cc(C)c(C(=O)c2ccccc2Br)c(C)c1	.	93	115	98	68	89	109	87

Among those listed so far, these contain a Cl atom.
SMILES	SR	T-47D	BT-549	MDA-MB-231	MOLT-4	MDA-MB-468	MCF7	K-562
N/C(=N\c1nc2ccccc2o1)NC(=O)Nc1cccc(Cl)c1	102	95	92	97	98	108	88	102
CCOC(=O)C1=C(C)NC(=O)NC1c1c(Cl)n(C(C)=O)c2ccccc12 (stereo not drawn)	101	95	82	80	98	89	86	104
O=c1/c(=C/c2ccccc2)sc2nc(-c3ccc(Cl)cc3Cl)nn12	.	94	106	.	.	120	100	99

Next section.
SMILES	SR	T-47D	BT-549	MDA-MB-231	MOLT-4	MDA-MB-468	MCF7	K-562
CCC(C)NC(=O)c1ccc(C(C)C)cc1 (stereo not drawn)	100	121	101	107	84	101	102	84
CC(=O)Nc1ccc(/C=N/O)cc1	103	93	116	101	114	91	98	121
COc1cc(NCc2ccccc2O)c2ncccc2c1	82	90	.	91	88	90	95	97
COc1cc(-c2nc3occn3c2-c2ccnc(NCCCNS(=O)(=O)c3ccc(F)cc3)n2)ccc1F	94	81	105	114	106	99	87	93
Cc1ccc(S(=O)(=O)OC2COCOC2C(OS(=O)(=O)c2ccc(C)cc2)C2OCOCC2OS(=O)(=O)c2ccc(C)cc2)cc1 (stereo not drawn)	96	.	98	.	90	108	103	100
C=CS(=O)(=O)O	109	101	.	98	108	93	100	103
CC(C)Oc1ccc2cc(-c3nn(CC4CCNCC4)c4ncnc(N)c34)ccc2c1	-42*!	-8.4*!	-5.1*!	-43*!	-24*!	-20*!	15&84	-68*!
COc1cc2c(cc1OC)C1(NCC2)C(=O)NC2C=CC=CC21 (stereo not drawn)	94	91	125	93	107	94	89	96
CCc1cc2c(cc1C(C)=O)C(C)(C)CC(C)C2(C)C (stereo not drawn)	93	93	99	.	100	115	86	100
Cc1ccc(-c2nc3ccc(Cl)cc3c3nncn23)cc1	87	49	92	39	97	108	78	88
CC1=C2C[C@H](C3(N)CC4(CC4)NC3=O)[C@H](O)C[C@@]2(C)CCC1 (stereo partly drawn)	101	94	80	110	95	88	101	116
Cc1ccc(NC(N)=S)cc1	96	101	.	118	107	118	109	103
CC(C)C1=CC(=O)CCC1	95	103	105	110	97	98	94	102
CCCNC(=O)Nc1ccc2cc3ccc(NC(=O)NCCC)cc3nc2c1	37	47	82	99	85	-52*	63	61
c1ccc(COC(CN2CCOCC2)c2ccccc2)cc1 (stereo not drawn)	99	103	102	111	103	106	106	99
N#C/C(=C\c1ccc(Cl)cc1)C(=O)c1c[nH]c2ccccc12	97	85	97	98	97	96	89	93
COc1ccc(OC)c(C=C2C(=O)NNC2=O)c1	.	109	90	92	97	92	96	108
COC(=O)C/C=N\Nc1cc(=O)[nH]c2ccccc12	113	102	104	95	102	109	88	104
Nc1nnc(CCC(=O)Nc2nnc(-c3ccccc3)s2)s1	93	95	95	109	95	93	90	97
Cc1cc(C)c2c(Nc3ncnc4c3sc3ncccc34)onc2n1	93	105	99	115	94	97	97	101
C[C@H](NC(=O)CNC(=O)c1cccc2c(=O)c3ccccc3[nH]c12)C(=O)O	104	109	.	106	99	123	96	104
CN1CCN(C(=O)[C@]23CCC(C)(C)C[C@H]2C2=CC[C@@H]4[C@@]5(C)CCC(=O)NC(C)(C)[C@@H]5CC[C@@]4(C)[C@]2(C)CC3)CC1	64	74	84	99	61	95	95	73
CNc1nc2c(c(=O)n(C)c(=O)n2C)n1C	92	113	.	108	104	99	102	99
CCCCCCCCNC(=O)c1ccc(Cn2c(CCCC)nc3c(N)nc4ccccc4c32)cc1	8.7*	-38*	93	-72*	-7.1*	-73*	-78*	-60*
Nc1ccc(S(=O)(=O)NCCN(CCNS(=O)(=O)c2ccc(N)cc2)S(=O)(=O)c2ccc(N)cc2)cc1	92	99	99	107	97	91	96	89
Following part
SMILES	SR	T-47D	BT-549	MDA-MB-231	MOLT-4	MDA-MB-468	MCF7	K-562
CCCC1CCCCN1CSCC (stereo not drawn)	.	120	106	111	76	101	98	85
CN=C(N)c1ccc(N)cc1	98	95	102	97	122	112	93	106
CCOC(=O)c1c(Cl)c2c(n1Cc1cc(OC)cc(OC)c1)-c1oncc1CCC2	4.7*	52	70	36	30	.	11	9.7*
CCN(CC)C(=NC(C)(C)C)c1ccccc1	103	102	97	109	98	107	94	97
CNC(=O)Sc1cccc(C)c1	97	114	108	114	97	112	99	98
COc1cc(NC(=O)Cn2c(-c3cncs3)nc3ccccc32)cc(OC)c1OC	84	97	110	88	102	93	95	101
CCn1c(Cn2cc(-c3ccc(F)cc3)nn2)nc2ccccc21	98	94	100	96	97	98	102	98
CC(C)(C)OC(=O)N1CCCN(CCNc2nccc(-c3c(-c4cccc(O)c4)nc4sccn34)n2)S1(=O)=O	77	87	136	84	91	97	98	.
Cc1c(Cl)ccc2c(C(O)CBr)cc(-c3ccccc3)nc12 (stereo not drawn)	90	85	.	104	81	100	82	110
COc1cc(CNC(=O)Cc2ccccc2)ccc1OCc1cn(-c2ccc(C#N)cc2)nn1	.	90	100	99	98	96	91	100
COc1ccc2cc(C(=O)c3cc4ccc(OC)cc4oc3=O)c(=O)oc2c1	94	99	113	86	102	87	101	98
COc1cc(-c2nc3ccc(C)cc3[nH]2)ccc1OCC(=O)N=Nc1c(O)[nH]c2ccc(Cl)cc12	-33*	-43*	68	-62*	-18*	-49*	-65*	-39*
Nc1nc(-c2ccccc2Cl)cc(-c2cc3ccccc3oc2=O)n1	94	.	.	76	84	95	60	88
O=C(Oc1ccc(Br)cc1)c1ccc([N+](=O)[O-])cc1	100	94	.	99	91	117	101	98
O=C1CC(c2cc3c(cc2Cl)OCO3)c2cc(Br)c3ccccc3c2N1 (stereo not drawn)	90	97	115	99	87	96	93	97
COc1ccc(S(=O)(=O)c2ccc3[nH]c(=O)nc(N)c3c2)cc1	91	112	.	107	97	109	95	94
O=C1Nc2ccccc2/C1=N/N1C(=O)CNC1=O	70	78	104	73	96	83	74	104
CSc1ccnc(N)n1	123	121	.	105	129	89	105	127
COc1ccc(NC(=S)N/N=C(\C)c2cc3ccccc3oc2=O)cc1	89	88	111	91	97	82	75	100
CCOC(=O)C(C(C)=O)C(c1ccc(N(C)C)cc1)c1ccc(N(C)C)cc1 (stereo not drawn)	95	.	.	94	97	98	101	104
CC(CC(=O)c1ccccc1)=NCC(O)CN=C(C)CC(=O)c1ccccc1 (stereo not drawn)	93	95	104	90	83	84	90	97
Cc1ccc(N2CCN(CC(O)COc3ccccc3C)CC2)cc1 (stereo not drawn)	.	105	85	106	80	109	110	99
Cc1nn(-c2ccccc2)c2c1N=c1s/c(=C\c3ccc(C(F)(F)F)cc3)c(=O)n1C(C)N2 (stereo not drawn)	121	122	82	98	64	.	139	89
Cc1nc2sc(C(=O)Nc3ccnc4ccccc34)c(N)c2cc1C(C)O (stereo not drawn)	85	81	98	87	93	90	87	79
COc1cccc(CO)c1OC	103	97	.	128	103	104	98	108

Single records, from the list above.
Cc1ccc(N2CCN(CC(O)COc3ccccc3C)CC2)cc1 (stereo not drawn) is listed with SR: .; T-47D: 105; BT-549: 85; MDA-MB-231: 106; MOLT-4: 80; MDA-MB-468: 109; MCF7: 110; K-562: 99
O=C1CC(c2cc3c(cc2Cl)OCO3)c2cc(Br)c3ccccc3c2N1 (stereo not drawn) is listed with SR: 90; T-47D: 97; BT-549: 115; MDA-MB-231: 99; MOLT-4: 87; MDA-MB-468: 96; MCF7: 93; K-562: 97

3 compounds already listed, arranged by molecular weight, lowest first.
SMILES	SR	T-47D	BT-549	MDA-MB-231	MOLT-4	MDA-MB-468	MCF7	K-562
CCOC(=O)/C=C(\C)C(F)(F)F	94	103	117	107	112	110	104	101
Fc1c(F)c(F)c(Br)c(F)c1F	98	107	98	102	99	111	91	102
CCCNC(=O)Nc1ccc2cc3ccc(NC(=O)NCCC)cc3nc2c1	37	47	82	99	85	-52*	63	61

The results go on.
SMILES	SR	T-47D	BT-549	MDA-MB-231	MOLT-4	MDA-MB-468	MCF7	K-562
O=C(Nc1ccc(Cl)cc1)Oc1c(Cl)c(Cl)c(Cl)c(Cl)c1Cl	94	84	93	93	96	106	86	90
O=C(O)c1cc(C(=O)O)cc([N+](=O)[O-])c1	86	.	102	105	98	.	104	.
CN1CCN(c2ccc(-c3c(C#N)c(-c4ccc(Cl)cc4)nc4c3c(-c3ccccc3)nn4-c3ccccc3)cc2)CC1	110	94	103	89	90	87	87	77
C[C@]12CC[C@@H]3c4ccc(O)c([N+](=O)[O-])c4CC[C@H]3[C@@H]1CC[C@@H]2NS(=O)(=O)c1cccc(Br)c1	-12*	25	29	27	18	40	15	8.4*
COc1ccc(/C=N/Nc2cc(=O)[nH]c3ccc(C)cc23)cc1	.	71	88	126	79	101	78	79
COC12CCCC3(OCCO3)C1C(Cl)C2Cl (stereo not drawn)	84	90	107	103	85	107	111	90
O=C1/C(=C/c2ccc(F)c(F)c2)CN(C(=O)C(Cl)Cl)C/C1=C\c1ccc(F)c(F)c1	-21*	-46*	-98*	-74*	-21*	-58*	-55*	-19*
CCOC(=O)n1cnc2nc(N)nc(SC)c21	80	.	104	99	86	101	100	80
Cc1ccc(S(=O)(=O)N/N=C2\C(=N\NS(=O)(=O)c3ccc(C)cc3)C3c4ccccc4C2c2ccccc23)cc1	92	98	106	112	96	105	104	103
O=C(c1nc2ccccc2[nH]1)C1C(c2ccccc2)C2CSCN2[C@@]12C(=O)Nc1ccccc12 (stereo partly drawn)	94	88	102	105	100	100	98	105
O=c1cc(COc2ccc(N=Cc3ccccn3)cc2)c2cc(F)ccc2o1	91	89	89	93	92	118	78	83
CC[N+](C)(C)c1ncnc2nc[nH]c12	83	94	105	99	89	106	94	88
Fc1ccc(Cc2nnc(Nc3nc4ccccc4s3)s2)cc1	102	109	96	105	107	102	101	104
c1ccc2c(Nc3ccc(C4=NCCN4)cc3)nnc(Nc3ccc(C4=NCCN4)cc3)c2c1	106	91	110	93	96	82	98	102
Nc1c(N=Nc2ccc(-c3ccc(N=Nc4cc(S(=O)(=O)O)c5ccccc5c4O)cc3)cc2)cc(S(=O)(=O)O)c2ccccc12	99	102	.	94	97	102	91	97
O=S(=O)(NCCCNc1cc(-c2cn(-c3ccccc3)nc2-c2cccc(O)c2)ccn1)c1ccc(F)cc1	6.2*	15	41	-1.0*	19	-1.5*	27	3.0*
COc1cc(/C=C\C(=O)O)cc(Cl)c1O	105	110	109	99	92	108	103	99
OCCN(CCO)c1ccc2ccccc2c1	104	97	101	108	99	107	93	106
CC(C)(Oc1ccccc1)C(=O)O	114	94	109	108	106	109	102	112
COc1ccc(C(=O)N2CCN(C(=O)c3ccc(OC)cc3)CC2)cc1	88	111	98	99	89	112	89	92
O=C(O)c1c2c(nc3ccccc13)-c1ccccc1C1(CCCC1)C2	94	96	98	110	106	104	97	101

Assay outcomes (PubChem)
